From PubChem
NFkB transloc inh: blocks IL-1B driven NFkB nuclear translocation in HUVEC cells. HUVEC IL-1B NFkB p65 nuclear translocation imaging. inhibition, % at 2 µM. 0.43% of 94,000 active. AID 796;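 active = inhibition above about 30% together with a positive call from visual inspection of the well image, limit read from the data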;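 also: nuclear over cytoplasmic p65 intensity ratio measured by imaging; 0% = IL-1B stimulated DMSO wells and 100% = unstimulated DMSO wells; values of inactives mirror those of a sister screen read the other way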
MRP resist rev: MRP-mediated drug resistance reversal | H69AR cells + 2 uM doxorubicin, CellTiter-Glo, 72 h | differential viability (reversal), % at 10 µM | 0.04% of 85,000 active;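 active = viability drop by adding the cancer drug above about 55%, with treated viability meeting a 40% cutoff, limit read from the data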;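 also: viability without doxorubicin minus viability with 2 µM doxorubicin for each compound; larger differential means the compound sensitizes cells more to doxorubicin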
Bcl-B TR3 displacers: displacers of TR3 peptide from Bcl-B, primary screen, selectivity assay for Bfl-1 inhibitor project, biochemical, fluorescence polarization | AID 748 | FP displacement of FITC-TR3 peptide from Bcl-B; higher % means a stronger effect | 0.11% of 96,000 active | one-dose displacement, % at 20 µM; IC50 in µM for titrated hits;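 active = displacement above 50% at 20 µM plus a fluorescence interference ratio under 1.5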;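 also: plate controls were wells without compound for no effect and wells lacking Bcl-B protein for full effect; a part of the inactive calls stands beside numbers as strong as those of hits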
PLAP inhibitors HTS: PLAP enzyme inhibitors, biochemical, luminescence, HTS (AID 690); purified PLAP, luminescent substrate; higher % means a stronger effect; 0.08% of 96,000 active; one-dose inhibition, % at 20 µM; IC50 in µM for titrated hits; in the data active = a potency from the dose series; inactive = the rest, 99 in 100 with inhibition below about 30%; also: strong numbers were not always called active
NFkB transloc pot: enhances IL-1B driven NFkB nuclear translocation | HUVEC IL-1B NFkB p65 nuclear translocation imaging | activation, % at 2 µM | 0.3% of 94,000 active;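 active = activation above 40%, about the mean plus 3 SD, also judged a hit on visual image review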;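 also: percent activation is computed from the nuclear over cytoplasmic p65 intensity ratio; values of inactives mirror those of a sister screen read the other way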
MRP resist rev cytotoxicity: also measured in MRP resist rev; calls as there; viability, %; H69AR cells, CellTiter-Glo, 72 h; measured here: cytotoxicity without doxorubicin
MRP resist rev with doxorubicin: further read-out of MRP resist rev, marked with its call; viability, %; measured here: viability with 2 uM doxorubicin; stronger effect = lower value
NFkB transloc inh cell count 2 µM: further read-out of NFkB transloc inh, marked with its call; cell count; measured here: cells passing quality filter;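 raw number of nuclei counted in each imaged well without normalization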
NFkB transloc pot cell count 2 µM: further read-out of NFkB transloc pot, marked with its call; cell count; measured here: cells passing quality filter
An asterisk follows results filed as active; nt = no result given. An excerpt; rates above refer to the full screens.

SMILES	NFkB transloc inh	NFkB transloc inh cell count 2 µM	MRP resist rev	MRP resist rev cytotoxicity	MRP resist rev with doxorubicin	Bcl-B TR3 displacers	PLAP inhibitors HTS	NFkB transloc pot	NFkB transloc pot cell count 2 µM
COc1ccc(C2NC(=O)c3sc4nc(C)c(C(C)=O)c(-c5ccc(Cl)cc5)c4c3N2)cc1 (configuration not stated)	-20	114	nt	nt	nt	-5%	-14%	20	114
CCCCOc1ccc(NC2=NC3(CCCCC3)N=C(N)N2)cc1	2	80	-14	75	88	1%	-456%	-2	80
Cc1cccc(NS(=O)(=O)c2cc(C(=O)OCC(=O)Nc3cc(C)on3)ccc2C)c1	-15	134	nt	nt	nt	-1%	-34%	15	134
O=C(CCn1c(=O)oc2ccccc21)N1CCc2ccccc21	-11	109	7	87	80	-12%	-1%	11	109
N#CC1=C(N)N(c2ccccc2)C2=C(C(=O)CCC2)C1c1ccsc1 (configuration not stated)	nt	nt	-6	27	32	6%	17%	nt	nt
COC(=O)c1nonc1NCn1nnc2ccccc21	-4	153	-9	90	99	3%	1%	4	153
CC(=O)C1=C(C)OC(N)=C(C#N)C1c1ccncc1 (configuration not stated)	-16	140	nt	nt	nt	8%	3%	16	140
CCCCCC1CC(CC(=O)O)C(=O)O1 (configuration not stated)	9	53	4	102	98	3%	-4%	-9	53
Cc1nc(-c2ccc(O)c(O)c2)cs1	nt	nt	-8	45	53	1%	43%	nt	nt
CCc1ccc(-c2cn3nc(C)c(C)nc3n2)cc1	-1	131	nt	nt	nt	-23%	nt	1	131
CC1=C(C(=O)NCc2ccccc2)C(c2cccs2)n2ncnc2N1 (configuration not stated)	-34	118	1	84	83	8%	14%	34	118
O=C(CSc1nnnn1-c1ccccc1)Nc1nc(-c2ccccc2)ns1	13	65	3	99	97	1%	-19%	-13	65
O=S(=O)(Cc1ccccc1)N1CCCC(c2nc(-c3ccc(F)cc3)no2)C1 (configuration not stated)	0	118	13	81	68	11%	1%	0	118
CCc1ccc(NSc2ccccc2[N+](=O)[O-])cc1	-1	95	nt	nt	nt	-1%	29µM*	1	95
FC(F)(F)c1cc(-c2ccccc2)nc(N2CCOCC2)n1	-10	138	-7	83	91	0%	12%	10	138
CCn1c(C)c(C(C)=O)c(NCc2ccccc2)nc1=S	-18	143	1	89	88	-4%	-18%	18	143
CCOC(=O)NC(Nc1cc(C)on1)(C(F)(F)F)C(F)(F)F	nt	nt	8	91	84	-8%	7%	nt	nt
O=c1[nH]c(CN2CCCCC2)nc2c1C1(CCCC1)Cc1ccccc1-2	-14	135	-2	94	96	nt	nt	14	135
c1cnc(N2CC[N+]3(CCCC3)CC2)nc1	-1	168	4	97	93	2%	13%	1	168
COc1ccc(NC(=O)CCOc2ccccc2)c(OC)c1	-3	122	10	97	87	10%	-1%	3	122
COC(=O)Cc1c(C)c2ccc(OCc3nn[nH]n3)c(C)c2oc1=O	4	142	-16	83	100	7%	0%	-4	142
COC(=O)CN(c1cc(OC)ccc1OC)S(=O)(=O)c1ccc(OC)c(OC)c1	nt	nt	9	105	96	-8%	6%	nt	nt
COCCCNC(=O)C1CCN(C(=O)c2cc3sccc3n2Cc2ccc(F)cc2)CC1	4	48	6	98	92	5%	-66%	-4	48
Cn1c(=O)c2c(nc(SCC(=O)Nc3ccccc3)n2C)n(C)c1=O	nt	nt	-7	94	101	-2%	-7%	nt	nt
O=C(CSc1nncs1)NCc1ccc2c(c1)OCO2	0	146	-1	103	104	-11%	22%	0	146
CN1CCC2(CC1)Nc1nc(SCc3ccc(Cl)cc3)nn1C1=C2CN(C)CC1	nt	nt	nt	nt	nt	-4%	-58%	nt	nt
Cn1nc(-c2ccccc2)c(CSc2ccccc2Cl)c1Cl	nt	nt	-12	91	103	-10%	-14%	nt	nt
O=C1C=C(NCc2ccncc2)CC(c2ccccc2)C1 (configuration not stated)	-23	145	7	99	91	-2%	-14%	23	145
Cc1ccc(OCc2nnc(SCc3nc4ccccc4[nH]3)n2Cc2ccco2)cc1	-20	119	-5	91	97	0%	-88%	20	119
CCN(CC)c1cc(C)c2cc(NC(=O)CNC(C)=O)ccc2n1	4	96	nt	nt	nt	6%	-2%	-4	96
CN(C)C(=O)CSc1nnc(Cc2ccccc2)n1Cc1ccco1	-5	89	5	85	80	nt	nt	5	89
CC(=O)[C@@H]1[C@@H]2C(=O)N(Cc3ccccc3)C(=O)[C@@H]2C2c3ccccc3C=CN21 (some centres not stated)	-4	158	-18	61	79	35%	-58%	4	158
O=C(c1cnn2ccccc12)N1CCN(C2CCCCC2)CC1	7	179	8	96	87	3%	-38%	-7	179
CCOC(=O)c1sc(=S)n(-c2ccccc2Cl)c1SC	-17	181	nt	nt	nt	18%	-9%	17	181
O=C1c2ccccc2NC(c2ccncc2)N1c1ccccn1 (configuration not stated)	62*	83*	-6	85	92	0%	1%	-62	83
Cc1sc(NC(=O)CSc2nnc(-c3ccccc3)o2)c(C#N)c1C	-6	50	-3	82	84	-1%	2%	6	50
COc1ccccc1NC(=O)CC(NCCN(C)C)C(=O)O (configuration not stated)	10	147	5	99	94	-4%	-63%	-10	147
COc1ccc(OC)c(-n2cc3c(=O)n(C)c(=O)n(C)c3c2)c1	-3	143	-33	30	63	7%	-11%	3	143
CCOC(=O)c1nnc(-c2cccs2)nc1Oc1ccccc1C(=O)OC	nt	nt	-24	31	56	19%	-6%	nt	nt
Cc1[nH]n(-c2ccccc2)c(=O)c1-c1ccc(Cl)cc1	4	141	5	105	100	3%	6%	-4	141

Whole records, quoted from the list. Screens in order: NFkB transloc inh	NFkB transloc inh cell count 2 µM	MRP resist rev	MRP resist rev cytotoxicity	MRP resist rev with doxorubicin	Bcl-B TR3 displacers	PLAP inhibitors HTS	NFkB transloc pot	NFkB transloc pot cell count 2 µM
Cc1sc(NC(=O)CSc2nnc(-c3ccccc3)o2)c(C#N)c1C across the screens: -6	50	-3	82	84	-1%	2%	6	50
Cc1[nH]n(-c2ccccc2)c(=O)c1-c1ccc(Cl)cc1 across the screens: 4	141	5	105	100	3%	6%	-4	141
COc1ccccc1NC(=O)CC(NCCN(C)C)C(=O)O (configuration not stated) across the screens: 10	147	5	99	94	-4%	-63%	-10	147
CCOC(=O)c1nnc(-c2cccs2)nc1Oc1ccccc1C(=O)OC across the screens: nt	nt	-24	31	56	19%	-6%	nt	nt

Going on with the list.
SMILES	NFkB transloc inh	NFkB transloc inh cell count 2 µM	MRP resist rev	MRP resist rev cytotoxicity	MRP resist rev with doxorubicin	Bcl-B TR3 displacers	PLAP inhibitors HTS	NFkB transloc pot	NFkB transloc pot cell count 2 µM
C=CCNc1ncnc2c1cnn2-c1cccc(C)c1	nt	nt	-1	74	75	-5%	11%	nt	nt
CCOC(=O)CNC(=O)CSc1nnc(SCC(=O)NCC(=O)OCC)s1	-54	184	0	100	100	7%	8%	54*	184*
Cc1cccc(N2CC(O)=C(c3nc4ccccc4n3C)C2=N)c1	10	156	5	96	91	-4%	-81%	-10	156
COc1ccc([C@H]2[C@H](C(=O)C(C)(C)C)N3N=Cc4ccccc4C3[C@]23N=C(c2ccccc2)OC3=O)cc1 (some centres not stated)	-20	93	0	75	75	-7%	-26%	20	93
O=C(Cc1ccccc1)NC(NNc1ccccc1)(C(F)(F)F)C(F)(F)F	-3	126	-5	80	85	nt	nt	3	126
OCc1nnc2c3ccccc3c(-c3ccccc3)nn12	6	145	-6	66	72	-1%	18%	-6	145
CCN(CC)c1ccc(NC(=O)/C=C/c2cc(Br)ccc2OC)cc1	-6	146	nt	nt	nt	-2%	6%	5	146
C#CCOC(=O)CCCC(=O)Nc1ccccc1OC	nt	nt	9	92	84	-1%	-2%	nt	nt
CCOc1ccc(C(C(=O)NC2CCCCC2)N(C(=O)c2ccco2)c2ccc(-n3cnnn3)c(C)c2)cc1 (configuration not stated)	-15	131	15	102	87	nt	nt	15	131
CCc1nc2c(C#N)c(-c3ccc(Cl)cc3)ccn2n1	-26	210	-14	71	85	-2%	-8%	26	210
CC(NC(=O)c1ccc(N2CCCC2=O)cc1)c1ccccc1 (configuration not stated)	5	140	2	97	95	-5%	4%	-5	140
CCN1CCCC(NC(=O)c2scc3c2CCCC3)C1 (configuration not stated)	-2	182	10	91	81	-5%	22%	3	182
COc1ccc(N2CC(C(=O)Nc3ccc(N4CCOCC4)cc3)CC2=O)cc1 (configuration not stated)	11	164	10	99	89	2%	-14%	-11	164
COc1cccc(-n2nnc3c(=O)n(CC(=O)N4CCCCC4)cnc32)c1	-2	125	10	86	76	-3%	-24%	2	125
Cc1cccc(NC(=O)CCN2CCN(C/C=C/c3ccccc3)CC2)c1	10	155	0	71	72	-2%	-52%	-10	155
CC(C)C(c1nnnn1Cc1ccc(F)cc1)N1CCSCC1 (configuration not stated)	-5	158	16	99	83	nt	nt	5	158
COc1ccc(NC(=O)CSc2nc(N)c(C#N)cc2C#N)cc1	-34	129	nt	nt	nt	-76%	-5%	34	129
CCCSc1nc(-c2ccccc2)cc(C(F)(F)F)c1C#N	-5	208	nt	nt	nt	-2%	23%	6	143
COc1ccc(C(=O)NC(C)c2nnc(SCC(=O)Nc3nc4ccccc4s3)n2C)cc1 (configuration not stated)	-37	115	-5	70	76	0%	-43%	37	115
CCOC(=O)CNC(=O)CSc1nnc(Cn2cnc3ccccc32)n1C	-26	209	nt	nt	nt	-5%	-10%	26	209
Cc1cc2n(n1)C(c1sccc1C)Nc1c(C)cccc1-2 (configuration not stated)	7	178	2	87	84	-13%	-13%	-7	178
O=C(C1CCCO1)N1CCC(c2nc3ccccc3[nH]2)CC1 (configuration not stated)	0	198	5	89	84	5%	7%	0	198
Cc1ccc(C(=O)N/C(=C\c2sccc2C)C(=O)NCc2ccco2)cc1	6	111	nt	nt	nt	4%	-14%	-6	111
O=S(=O)(Nc1ccc(-n2cccc2)cc1)c1ccccc1	1	141	nt	nt	nt	-2%	-11%	-1	141
Cc1cc(C(F)(F)F)nn1CC(=O)NNC(=S)Nc1ccc(F)cc1	2	184	nt	nt	nt	-7%	-177%	-2	184
CCOC(=O)c1ccc(NC(=O)COc2ccc(S(=O)(=O)NC(C)C)cc2)cc1	-7	148	5	99	94	-10%	12%	7	148
COC(=O)C1=C(O)/C(=C\c2ccc(O)c(OC)c2)N=C1C	0	57	9	95	85	-12%	29µM*	0	57
O=C(COc1ccc(S(=O)(=O)N2CCCCC2)cc1)NCc1cccnc1	-3	201	2	89	87	6%	11%	3	201
COc1ccc(COc2ccsc2C(=O)Nc2ccc(Cl)cc2)cc1	-4	149	nt	nt	nt	-2%	11%	4	149
CCn1c(SCC(=O)Nc2nc3c(s2)CCCC3)nnc1-c1ccccc1	-1	102	-3	88	91	0%	-76%	1	102
O=C(Nc1nc2ccccc2s1)c1cc2c(s1)-c1ccccc1OC2	12	166	3	18	15	-41%	-19%	-12	166
O=C(CCc1nc(-c2ccccc2F)no1)NC1CCCCCC1	-20	144	-6	92	97	-3%	16%	20	144
O=C(CCCN1C(=O)c2ccccc2C1=O)N1CCc2ccccc2C1	-4	173	6	85	80	4%	-8%	4	173
CCOc1ccc(N2CC(C(=O)OCC(=O)NCc3ccccc3)CC2=O)cc1 (configuration not stated)	6	180	nt	nt	nt	-3%	5%	-6	180
COc1ccc2c(c1)c1ncn(CCCN3CCOCC3)c(=O)c1n2C	-15	114	20	93	73	5%	-63%	15	114
CCS(=O)(=O)NCCc1cc2c(OC)ccc(OC)c2[nH]c1=O	-21	115	-1	91	92	nt	nt	21	115
Cc1nc(NC(=O)c2cccnc2)ccc1Br	-29	123	14	98	84	-5%	17%	29	123
Cc1ccc2cc(CCNC(=O)c3c(-c4ccccc4Cl)noc3C)c(=O)[nH]c2c1	-22	199	2	87	85	-2%	-3%	22	199
CC(=O)c1ccc(-n2nncc2C)cc1	-2	144	-8	67	75	-6%	22%	2	144
Cc1csc2nc(CCNS(=O)(=O)c3ccc4c(c3)OCCO4)cn12	5	61	4	89	85	-2%	-75%	-5	61
